From PubChem BioAssay
APOBEC3A inh = blocks human APOBEC3A ssDNA deamination. P31941. recombinant A3A, FAM/TAMRA ssDNA deamination fluorescence. inhibition, % at 20 µM. actives 0.41% (n = 330,000);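 active = at least 40% inhibition at 20 µM here, with at most 30% in a related deaminase screen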;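 also: plate controls were A3A with DMSO for no effect and wells lacking A3A enzyme for full effect; some results filed as inactive read as strong as hits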
Target sequence (P31941 whole entry, looked up): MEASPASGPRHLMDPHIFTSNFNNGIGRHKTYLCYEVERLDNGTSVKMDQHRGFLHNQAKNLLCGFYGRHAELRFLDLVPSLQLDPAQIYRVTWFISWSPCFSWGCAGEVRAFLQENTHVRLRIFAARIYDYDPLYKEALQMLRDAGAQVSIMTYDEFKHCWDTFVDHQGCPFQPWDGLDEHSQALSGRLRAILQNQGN
NLRP3 yeast inh = blocks the NALP3 inflammasome reconstituted in yeast; Yeast reconstituted NLRP3/ASC/caspase-1, beta-gal luminescence, 24 h; inhibition, % at 10 µM; actives 0.39% (n = 330,000);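 active = inhibition of 50% or more; inactive = inhibition below 50%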;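 also: plate controls were induced DMSO wells for no effect and uninduced yeast grown without galactose for full effect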
mIAP act = mouse IAP activation; actives 0.24% (n = 330,000); activation factor at 10 µM; AID 2805; muIAP, CDP-Star luminescence, 30 min; hits give high values; 1 = vehicle-only enzyme signal, 0 = enzyme-free wells;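 active = activation factor of at least 2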; also: the source names both 10 and 20 µM as test concentration; values of inactives mirror those of a sister screen read the other way
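System: mouse IAP enzyme. Reagent: CDP-Star chemiluminescent phosphatase substrate. Benchmarks: DMSO wells, no-enzyme wells. Times: 30 min enzyme-substrate-compound incubation at room temperature. Detection: luminescence from enzymatic CDP-Star hydrolysis. Doses: test compounds delivered from DMSO solution.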
TIM10 inh = inhibits growth of TIM10 yeast strain; S. cerevisiae TIM10 strain growth, BacTiter-Glo luminescence, 24 h; inhibition, % at 10 µM; actives 1.4% (n = 330,000); AID 463195;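 active = inhibition of 40% or more at the single tested concentration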;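 also: wild-type TIM10 isogenic control strain grown at permissive 25 °C; 0% = DMSO yeast wells and 100% = minimal medium wells without yeast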
APOBEC3G inh = blocks human APOBEC3G single-stranded DNA deamination | Q9HC16 | inhibition, % at 20 µM | actives 0.28% (n = 330,000) | recombinant A3G, ssDNA deamination FAM/TAMRA fluorescence;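 active = inhibition of at least 40% at 20 µM, with no more than 30% in the related APOBEC3A deaminase screen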;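 also: plate controls were DMSO wells with A3G for no effect and wells lacking A3G enzyme for full effect; some compounds called inactive have numbers as strong as hits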
Target sequence (Q9HC16 whole entry, looked up): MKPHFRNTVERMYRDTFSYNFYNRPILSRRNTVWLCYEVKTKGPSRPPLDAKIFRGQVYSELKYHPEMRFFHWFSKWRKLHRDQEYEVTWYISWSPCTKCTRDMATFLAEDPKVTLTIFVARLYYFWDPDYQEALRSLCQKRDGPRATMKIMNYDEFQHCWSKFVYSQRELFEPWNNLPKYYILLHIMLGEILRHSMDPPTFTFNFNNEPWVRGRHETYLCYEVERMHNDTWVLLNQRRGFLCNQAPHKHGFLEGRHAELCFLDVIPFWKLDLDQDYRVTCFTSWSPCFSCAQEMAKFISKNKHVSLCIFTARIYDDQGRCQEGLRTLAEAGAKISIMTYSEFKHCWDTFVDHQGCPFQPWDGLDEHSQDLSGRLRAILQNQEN
hIAP block = blocks human intestinal alkaline phosphatase; purified IAP, CDP-Star luminescence, 30 min; inhibition, % at 10 µM; actives 0.12% (n = 330,000);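 active = inhibition reaching a set limit with compound at 10 µM in the primary screen, cut at about 35% in these data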;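 also: plate controls were DMSO wells with enzyme for no effect and no-enzyme buffer wells for full effect; values of inactives mirror those of a sister screen read the other way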
Target sequence (P09923 whole entry, looked up): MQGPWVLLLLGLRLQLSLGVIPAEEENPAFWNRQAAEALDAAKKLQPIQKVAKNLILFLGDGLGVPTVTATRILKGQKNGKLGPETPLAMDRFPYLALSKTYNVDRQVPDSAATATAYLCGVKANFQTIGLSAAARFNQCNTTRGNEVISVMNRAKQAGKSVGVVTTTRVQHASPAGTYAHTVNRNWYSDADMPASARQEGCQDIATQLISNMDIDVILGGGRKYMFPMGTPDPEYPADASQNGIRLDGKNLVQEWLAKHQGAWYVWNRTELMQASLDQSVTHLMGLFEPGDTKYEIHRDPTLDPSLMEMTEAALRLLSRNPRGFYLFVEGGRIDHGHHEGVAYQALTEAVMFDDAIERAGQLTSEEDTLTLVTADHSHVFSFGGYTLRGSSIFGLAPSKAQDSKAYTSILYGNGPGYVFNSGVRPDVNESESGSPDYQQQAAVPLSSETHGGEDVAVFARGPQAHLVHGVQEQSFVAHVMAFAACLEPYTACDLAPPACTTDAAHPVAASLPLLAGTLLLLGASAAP
mIAP inh = blocks mouse intestinal alkaline phosphatase; purified mouse IAP, CDP-Star luminescence, 30 min; inhibition, % at 10 µM; actives 0.2% (n = 330,000); AID 2806;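 active = inhibition of at least 40% at 10 µM in the primary screen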;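 also: plate controls were DMSO with enzyme for no effect and no enzyme wells for full effect; values of inactives mirror those of a sister screen read the other way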
MIN6 prolif = induces beta-cell replication in MIN6 cells; actives 0.29% (n = 330,000); AID 2380; proliferation, % at 10 µM; MIN6 cells proliferation, ATPlite luminescence, 48 h; cells starved in 0.2% serum; 100% = growth in 10% serum;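 active = compounds whose signal lies at least 3.5 SD above the mean of all wells on their plate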;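 also: 0% = DMSO-treated cells in low-serum medium and 100% = 10% serum control; some compounds called inactive have numbers as strong as hits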
tim10-1 inh = tim10-1 yeast growth inhibition; inhibition, % at 20 µM; S. cerevisiae tim10-1 ts strain growth, BacTiter-Glo, 24 h; actives 2.2% (n = 330,000);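 active = inhibition of at least 40%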;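 also: mutant grown at 25 °C; 0% = DMSO wells with yeast and 100% = wells holding no yeast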
Numbers without * were called inactive; · = not tested or not shown.

No.	structure	mIAP inh	APOBEC3A inh	TIM10 inh	MIN6 prolif	hIAP block	tim10-1 inh	NLRP3 yeast inh	APOBEC3G inh	mIAP act
1	CC1=C(C(=O)OC2CCCCC2)C(c2ccccc2F)NC(=O)N1 (stereo not drawn)	-5	-3	-11	-4	-17	2	15	-9	1.1
2	CCN1C(=O)c2ccc(C(=O)Nc3nccs3)cc2C1=O	-7	-2	16	0	10	-11	9	-8	1.1
3	CC(C)C[C@@H](CC#N)N1CCN(CCc2ccccc2)CCC1=O	2	0	-18	-3	3	-16	10	-3	0.98
4	CC1CCC(C(C)C)C(OCC(O)CNC(C)c2ccccc2)C1 (stereo not drawn)	6	-2	35	-7	-7	33	17	-9	0.94
5	O=C(NCc1cccc(Cl)c1)NCc1cccc(Cl)c1	-12	5	20	-3	-8	11	21	-3	1.1
6	CC(C)(C)n1ncc(Oc2ccccc2[N+](=O)[O-])c(Cl)c1=O	-4	-2	12	-3	-22	0	25	-2	1
7	COc1ccccc1CNC(=O)COC(=O)CSc1ccc(Cl)cc1	3	2	-4	7	-14	15	5	-7	0.97
8	COc1ccc(C(=O)NCc2cccnc2)cc1Br	5	-1	5	-2	-2	-3	-2	1	0.95
9	CCC(O)c1cc2c(cc1NC(=O)c1ccc(C)cc1)OCCO2 (stereo not drawn)	-10	-2	14	-3	-37	5	19	16	1.1
10	O=C(CN(C(=O)CNC(=O)c1ccco1)c1ccc2c(c1)OCO2)NC1CCCCC1	3	0	-1	-2	-12	10	-15	-1	0.97
11	NS(=O)(=O)c1ccc(CCNc2nc(CN3CCOCC3)nc3sc4c(c23)CCC4)cc1	-14	-5	-21	-2	-3	6	-1	-8	1.1
12	COCCNC(=O)c1cc2c(=O)n(C)c3ccccc3c2n1C	-5	-3	18	-4	0	29	8	-16	1.1
13	CN(C)S(=O)(=O)c1ccc(N2CCCC2)c(C(=O)NNC(=O)c2ccc(Br)cc2)c1	5	-2	-6	0	-13	2	15	-10	0.95
14	COc1ccc(Cl)cc1C(=O)NCCN(C)C	-5	2	6	0	11	4	-18	-2	1
15	C[C@@H](NC(=O)[C@@H]1Cc2ccccc2CN1)C(=O)NC1CCCC1	-1	-4	-4	4	7	5	18	-4	1
16	Cc1ccc(C(=O)N/N=C/c2cccc3ccccc23)cn1	3	-4	7	1	-6	13	2	-5	0.97
17	CCCN(C(=O)CSc1nnc(-c2ccoc2C)n1N)C1CCS(=O)(=O)C1 (stereo not drawn)	5	0	3	2	4	8	0	-2	0.95
18	Brc1cc2c(cc1CSc1ncccn1)OCO2	6	-4	25	2	-11	-24	24	-8	0.94
19	Nc1nc(Nc2ccc(Cl)cc2Cl)nc(C(F)(F)F)n1	5	-4	1	-1	-28	13	-2	-9	0.95
20	Cn1cc(C(=O)Nc2ccc(F)c(Cl)c2)cn1	-10	-2	-2	-2	-2	-23	20	-4	1.1
21	CS(=O)(=O)c1ccc(C(=O)NNC(=O)c2cc(-c3ccccc3)n[nH]2)cc1	26	3	1	3	51*	-9	0	-3	0.74
22	CCOC(=O)c1sc(=NC(=O)c2c(F)cccc2F)n(C)c1C	4	-1	47*	-3	18	43*	41	-1	0.96
23	CC(=O)c1cccc(CN2CCCC(CCC(=O)NCc3ccccc3F)C2)c1 (stereo not drawn)	-6	-1	-2	-5	-12	10	0	-8	1.1
24	Cc1cc(N(C)Cc2ccccc2)nc2cc(O)ccc12	5	-5	24	-2	-9	17	15	-8	0.95
25	CN1CCN(C(=O)C2=C[C@H](c3coc4ccccc4c3=O)C[C@H](OCCCCO)O2)CC1	-4	2	0	-3	8	4	21	12	1

Three entries out of the list, ordered by molar mass, high to low:
No.	structure	mIAP inh	APOBEC3A inh	TIM10 inh	MIN6 prolif	hIAP block	tim10-1 inh	NLRP3 yeast inh	APOBEC3G inh	mIAP act
25	CN1CCN(C(=O)C2=C[C@H](c3coc4ccccc4c3=O)C[C@H](OCCCCO)O2)CC1	-4	2	0	-3	8	4	21	12	1
7	COc1ccccc1CNC(=O)COC(=O)CSc1ccc(Cl)cc1	3	2	-4	7	-14	15	5	-7	0.97
8	COc1ccc(C(=O)NCc2cccnc2)cc1Br	5	-1	5	-2	-2	-3	-2	1	0.95

Next compounds:
No.	structure	mIAP inh	APOBEC3A inh	TIM10 inh	MIN6 prolif	hIAP block	tim10-1 inh	NLRP3 yeast inh	APOBEC3G inh	mIAP act
26	COCCNC(=O)C(c1ccc(C)o1)N(C(=O)c1snc(C(N)=O)c1N)c1cccc(C)c1 (stereo not drawn)	1	-1	25	-3	-7	6	11	-1	0.99
27	Cc1cc(NC(=O)CSc2[nH]c(=O)cc(C(F)(F)F)c2C#N)no1	4	-1	1	-2	-9	-15	10	-2	0.96
28	CC(=O)c1cccc(NC(=O)CNC(=O)Cc2cccc3ccccc23)c1	5	-2	-11	-2	-12	3	4	-4	0.95
29	CN1CCN(S(=O)(=O)c2cccc(C(=O)N3CCN(c4ccccc4F)CC3)c2)CC1	10	44*	-2	0	9	11	15	15	0.9
30	Cc1onc(-c2ccccc2)c1C(=O)N1CCCSC1=Nc1ccccc1	-7	0	24	0	4	33	11	1	1.1
31	c1csc(Cn2nnnc2CN2CCN(c3nc4ccccc4s3)CC2)c1	-3	-3	35	0	0	35	-7	-2	1
32	Cc1cccc(C)c1OCc1cc(C(=O)N2CCN(c3ccc(F)cc3)CC2)no1	-6	-3	-5	-4	-13	18	34	-4	1.1
33	CCCCOc1ncnc2c1[nH]c1ccc(C)cc12	-4	10	-5	-4	-1	-6	19	6	1
34	CCCN(C(=O)c1cn(CC)c2nc(C)ccc2c1=O)c1c(N)n(Cc2ccccc2)c(=O)[nH]c1=O	8	0	9	-3	-6	11	22	-7	0.92
35	CC(NCc1cccs1)C(=O)Nc1cc(Cl)cc(Cl)c1 (stereo not drawn)	-16	0	-2	0	-2	25	15	-2	1.2
36	CCCC(=O)Nc1nn(CC(C)C)c2nc3cc(C)ccc3cc12	-22	35	-1	0	-31	-7	12	13	1.2
37	COc1ccc(-c2c(C)nn(-c3ccccc3)c2N)cc1OC	2	-6	12	-1	3	2	16	-7	0.98
38	CN(C(=O)CSC1=NCCS1)c1ccccc1	13	-15	17	-1	4	8	-1	-7	0.87
39	CCc1c(C)nc2c(-c3ccccc3OC)c(C)[nH]n2c1=O	18	-2	8	-4	-10	2	7	0	0.82
40	CC1(C)NC(=O)N(CCC(=O)Nc2cc(C(F)(F)F)ccc2Cl)C1=O	-1	32	14	2	-14	-8	10	0	1
41	CC(=O)NCc1ccc(-c2csc(N)n2)s1	72*	0	-10	-2	12	12	15	2	0.28
42	NC1=C([N+](=O)[O-])C(c2ccccc2)C2=C(CCCC2=O)O1 (stereo not drawn)	1	1	-6	-2	-7	9	-9	-6	0.99
43	C=CCn1c(CSc2nc3ccccc3s2)nnc1SCC(=O)NCCN1CCOCC1	-3	1	14	4	14	8	5	-1	1
44	COc1ccccc1[C@H]1C(c2cccc(C)c2)=NN(c2ccccc2)[C@@H]1CO	-75	1	0	·	·	20	·	7	1.6
45	NC(=O)c1sc2nc3c(c(-c4ccco4)c2c1N)CCCC3	2	3	25	7	0	4	22	-3	0.98
46	Fc1ccc(Cn2nnc3ccccc32)cc1	6	0	-1	-2	-3	-29	-17	-9	0.94
47	CN(Cc1ccccc1)c1ncnc2ccc(Br)cc12	-3	2	31	-2	-50	42*	10	2	1
48	NC(=O)CSc1nc2scc(-c3ccco3)c2c(=O)n1-c1ccccc1	7	3	7	-2	-3	23	19	2	0.93
49	CCOC(=O)C(C(C)=O)C(c1ccc(OCCC(C)C)cc1)C(C(C)=O)C(=O)OCC (stereo not drawn)	7	-6	36	-2	7	35	11	-12	0.93
50	COc1ccc(C(NCC(=O)Nc2c(C)cccc2C)c2ccccc2)cc1 (stereo not drawn)	-5	-1	8	-3	-6	26	6	-7	1.1
51	O=C(Nc1nc(-c2ccccn2)cs1)c1cc(S(=O)(=O)N2CCOCC2)ccc1F	14	-1	17	-6	-22	25	10	-6	0.86
52	O=C(NCc1ccc2c(c1)OCO2)c1cc(-c2ccccc2Cl)on1	1	2	16	-2	-4	36	10	3	0.99
53	O=C(COc1ccc(Br)cc1)OCC(=O)N1CCOCC1	9	0	8	3	3	1	15	2	0.91
54	CCC(C)c1ccc(NC(=O)c2cccs2)cc1 (stereo not drawn)	-5	0	52*	-4	-3	32	27	4	1
55	O=C(Oc1cccc([N+](=O)[O-])c1)C1CCN(C(=O)c2ccc(F)cc2)CC1	8	-4	9	-3	-8	16	4	-6	0.92
56	COc1ccccc1P(=O)(c1ccccc1)c1ccccc1NC(C)=O (stereo not drawn)	-7	3	-9	1	0	-5	-1	-3	1.1
57	O=C(c1cc2cc(Br)ccc2o1)N1CCN(c2ccccc2)CC1	1	3	-1	-4	-25	8	23	-3	0.99
58	C=CCn1c(SC)nnc1C1COc2ccccc2O1 (stereo not drawn)	10	23	6	1	11	-8	30	-7	0.9
59	O=C(NC1CCN(C(=S)NCc2ccco2)CC1)c1cccc(F)c1	10	0	11	3	14	-2	5	-5	0.91
60	COc1ccc(NC(=O)CN2C(=O)NC(C)(c3ccccc3)C2=O)cc1Cl (stereo not drawn)	0	0	5	0	3	-4	17	-7	0.99
61	Cn1nnnc1SCC(=O)NCCCc1ccccc1	1	1	-19	0	-3	6	3	-1	0.99
62	CC(=O)Nc1ccc(Nc2nc(C)cc(C)n2)cc1	2	0	3	-5	11	6	10	-5	0.98
63	O=S1(=O)[C@H]2C[C@@H]3C=C[C@@]2(CN1Cc1cccc(Cl)c1)O3	-4	-2	-12	2	-1	-22	8	-9	1
64	COc1ccc(S(=O)(=O)N2CCOCC2)cc1NC(=O)CN1C(=O)NC(C)(C2CC2)C1=O (stereo not drawn)	-3	34	15	0	14	3	25	15	1
65	c1ccc(-c2csc(Cc3nnc4n3CCCCC4)n2)cc1	1	2	8	3	0	18	1	-1	0.99
66	Cc1ccc(OCC(=O)NNC(=S)NC(=O)C(C)(C)C)c(Br)c1	6	1	-24	-5	-48	11	37	-2	0.94
67	CCN(c1ccccc1)S(=O)(=O)c1nnc(NC(=O)C(C)(C)C)s1	9	1	21	-2	6	18	12	-5	0.91
68	COc1ccc(OC)c(S(=O)(=O)N2CCN(c3ccccc3)CC2)c1	1	-7	-21	-1	10	6	19	-10	0.99
69	COCCOC(=O)c1c(NC(=O)COC(=O)c2ccc(C)o2)sc(C(N)=O)c1C	6	0	4	-4	-12	7	22	-7	0.94
70	Cc1ccc(S(=O)(=O)Nc2cc(=O)[nH]c(SCC(=O)Nc3cccc(C)c3)n2)cc1	-12	-2	-4	-4	-7	4	6	-6	1.1
71	C#CCOCCOCCOCCNc1nc(N2CCN(C(=O)[C@H]([C@@H](C)CC)n3cc(CCCN=C(N)N)nn3)CC2)nc(N2CCN(C(=O)[C@H](C)n3cc(CCCN=C(N)N)nn3)CC2)n1	-7	-2	-13	-1	10	-25	-2	-8	1.1
72	CSc1ccc(-c2nc3cnccn3c2Nc2ccc3c(c2)OCO3)cc1	2	-1	27	-5	13	46*	22	-1	0.98
73	CC(=O)N(C)c1cccc([N+](=O)[O-])c1	4	-1	4	-3	-29	9	4	-6	0.96
74	Cc1[nH][nH]c(=O)c1C(c1cc2c(cc1Br)OCO2)c1c(C)[nH][nH]c1=O	8	-5	30	-4	-21	23	12	-6	0.92
75	COC(=O)c1ccc(NC(=O)c2cccnc2)cc1	0	-5	-9	1	-6	-16	22	-4	1
76	COc1ccc(CN2CCN(c3ncccn3)CC2)c(OC)c1	5	0	15	-5	-11	-1	3	1	0.95
77	CCOC(=O)C1C(=O)CC(C)(O)C(C(=O)OCC)C1c1ccc(Br)cc1 (stereo not drawn)	7	-1	5	1	13	18	-6	-5	0.93
